Source: PubChem
Ba/F3 V617F tox: reduced viability of JAK2V617F-dependent Ba/F3 cells, primary screen, JAK2V617F inhibitor project, cell-based, Ba/F3 EpoR-JAK2V617F, luminescence. 220,000 tested, 1.1% active. inhibition, % at 5.6 µM. AID 1446, 2008. ATP luminescence;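 active means inhibition above the campaign mean plus 3 SD over all tested compounds, cut at about 24% in these data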;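 further: cytokine-independent growth of Ba/F3 cells driven by EpoR plus mutant JAK2; 0% = DMSO-treated cells and 100% = JAK inhibitor I control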
RBBP9 inh: human RBBP9 inhibitors, primary screen, biochemical, fluorescence polarization, FP-Rh probe, HTS; recombinant RBBP9; inhibition, % at 7.94 µM; 220,000 tested, 0.2% active; AID 1515, 2009;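 active means inhibition above the campaign mean of all tested compounds plus 3 SD, cut at about 14% in these data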;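 further: plate controls were DMSO wells with RBBP9 for no effect and wells lacking RBBP9 protein for full effect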
Target sequence (O75884 whole entry, looked up): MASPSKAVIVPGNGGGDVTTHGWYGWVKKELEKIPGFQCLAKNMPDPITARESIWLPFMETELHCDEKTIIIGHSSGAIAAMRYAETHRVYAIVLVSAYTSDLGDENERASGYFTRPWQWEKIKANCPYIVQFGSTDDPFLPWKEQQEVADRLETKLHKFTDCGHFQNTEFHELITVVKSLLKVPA
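Measured by – fluorescence polarization · Test system – RBBP9 protein · Input – 2.5 µM RBBP9 dispensing solution, before mixing · Measure – percent inhibition from mP, scaled between DMSO and no-protein wells · Benchmarks – DMSO-treated enzyme wells and wells lacking RBBP9 · Times – preincubation 30 min plus labeling 45 min at 25 °C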
TNF death inh: inhibitors of TNF-alpha triggered necroptosis, primary screen, cell-based, Jurkat FADD-/-, single concentration. Jurkat FADD-/- TNF necroptosis rescue, ATP luminescence, 24 h; 0 = TNF only, 100 = no-TNF cells. 220,000 tested, 0.068% active. activation (protection from cell death), % at 10 µM;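 active means activation, meaning protection from cell death, of at least 50% relative to plate controls; inactive means activation below 50%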;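 further: necroptosis triggered by 40 ng/mL TNF-alpha added together with compound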
CHOP inh: inhibitors of CHOP promoter induction, primary screen, cell-based, unfolded protein response, luciferase reporter; 220,000 tested, 3.8% active; inhibition, % at 10 µM; CHO-K1 CHOP-promoter luciferase, tunicamycin-induced, 15-18 h; AID 2732, 2010;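 active means compounds that reduced the stress-induced luciferase reporter signal by more than about 70% of percent inhibition, limit read from the data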;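 further: 0% = tunicamycin plus vehicle and 100% = wells without tunicamycin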
BaF3 parental: parental Ba/F3 cell viability inhibition, counter-screen for JAK2V617F inhibitor project, murine pro-B, CellTiter-Glo luminescence. AID 1486, 2009. 220,000 tested, 1.1% active. CellTiter-Glo ATP luminescence. inhibition, % at 5.6 µM;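 active means inhibition above a per-campaign cutoff, the mean inhibition of all tested compounds plus 3 SD, cut at about 27% in these data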;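 further: 0% = DMSO wells and 100% = JAK Inhibitor I control wells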
TRPN1 ag: zebrafish TRPN1 channel agonists, primary screen, cell-based, HEK293, calcium fluorescence. AID 1424, 2008. 220,000 tested, 0.18% active. HEK293 zebrafish TRPN1-YFP, Fluo-8 calcium fluorescence; 100% = response to 87 µM carbachol. activation, % at 3 µM. transient receptor potential cation channel N1 (TRPN1/NompC), Danio rerio;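 active means activation above its plate's cutoff, the mean activation of test wells on that plate plus 3 SD, cut at about 19% in these data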;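 further: 0% = DMSO alone and 100% = 87 µM carbachol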
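Material: zebrafish TRPN1-YFP in HEK293 cells. Doses: one dose of 3 µM, 0.3% DMSO. Incubation: dye 1 h 37 °C plus 30 min RT. Measured by: intracellular calcium fluorescence with Fluo-8.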
PPC-1+TRAIL kill: compounds killing PPC-1 cancer cells with TRAIL present, primary screen, TRAIL potentiator project, ATPLite luminescence, uHTS. PPC-1 cells + TRAIL, ATPLite viability luminescence. cell killing (% activity), % at 4 µM. 220,000 tested, 0.41% active. AID 1443, 2008;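 active means cell killing above 50% in the first pass at 4 µM, then a duplicate retest at 5 µM averaging 50% or more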;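 further: plate controls were cells with TRAIL plus DMSO for no effect and medium-only wells lacking cells for full effect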
Wee1 degr inh: Wee1 degradation inhibitors, primary screen, cell-based, HeLa, Wee1K328M-luciferase, luminescence. AID 1321, 2008. Wee1-like protein kinase (Homo sapiens), P30291. 220,000 tested, 1.2% active. HeLa Luc-Wee1K328M stability; 100% = proteasome inhibitor MG132 effect. reporter increase, % at 5 µM;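 active means activation above the mean of all tested compounds plus 3 SD, set per screening run, cut at about 8.8% in these data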;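 further: cells exposed to compound for 20 h before luminescence read; 0% = DMSO alone and 100% = MG132 at 30 µM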
TRPML3 ag: human TRPML3 channel agonists, primary screen, cell-based, HEK293 TRPML3-YFP, Fluo-8 calcium fluorescence, 3 µM | Mucolipin-3 (Homo sapiens), Q8TDD5 | 100% = the carbachol control signal | activation, % at 3 µM | 220,000 tested, 0.29% active;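 active means activation above its plate's cutoff, the mean activation of the plate's test wells plus 3 SD, cut at about 12% in these data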;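 further: 0% = DMSO only wells and 100% = carbachol wells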
Target sequence (Q8TDD5 whole entry, looked up): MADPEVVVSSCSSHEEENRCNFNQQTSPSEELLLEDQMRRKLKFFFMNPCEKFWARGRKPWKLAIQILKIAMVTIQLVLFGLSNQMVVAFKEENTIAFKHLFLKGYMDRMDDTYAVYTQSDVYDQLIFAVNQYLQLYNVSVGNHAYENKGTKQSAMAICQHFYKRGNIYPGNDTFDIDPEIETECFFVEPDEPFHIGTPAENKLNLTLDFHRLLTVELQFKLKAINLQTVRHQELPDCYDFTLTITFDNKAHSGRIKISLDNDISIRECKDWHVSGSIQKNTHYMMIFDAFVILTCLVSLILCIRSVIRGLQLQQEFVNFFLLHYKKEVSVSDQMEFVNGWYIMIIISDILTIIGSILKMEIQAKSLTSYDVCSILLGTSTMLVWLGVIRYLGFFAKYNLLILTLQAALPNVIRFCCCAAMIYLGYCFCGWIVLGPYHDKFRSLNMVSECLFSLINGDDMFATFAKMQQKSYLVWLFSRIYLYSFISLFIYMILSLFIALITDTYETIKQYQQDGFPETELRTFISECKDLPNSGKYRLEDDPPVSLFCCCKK
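Test system: TRPML3-YFP stable HEK293 cells. Doses: single point at 3 µM. Incubation: dye loading 1 h 37 °C then 30 min ambient, 125 s read. Signal: Fluo-8 calcium dye fluorescence, ex 470-495, em 515-575 nm. Measure: percent activation from peak-to-basal fluorescence ratio, scaled between DMSO and carbachol.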
An asterisk follows results filed as active; [ ] = dose if it differs, or a comment.

1	COc1cc(NC(=O)COc2c(C)cc(C)cc2[N+](=O)[O-])c(OC)cc1Cl
2	COc1cc(CCC(=O)Nc2cc(C)cc(C)c2)cc(OC)c1OC
3	CCOC(=O)Cc1csc(/N=C/c2c(O)n(-c3ccc(C)cc3C)c(=O)c3ccccc23)n1
4	O=C(CSc1nc2ccccc2n1CC(=O)N1CCCCC1)N1CCCCC1
5	COCC(=O)Nc1nc(-c2ccccc2)ns1
6	CCCCOc1ccc(C)cc1CN(CCO)CCO

screen / no.	1	2	3	4	5	6
Ba/F3 V617F tox	1	-3	-1	1	-1	1
RBBP9 inh	-9	-5	-5	10	1	2
TNF death inh	2.3	1.0	2.7	2.0	-1.4	-0.1
CHOP inh	24	-17	39	-11	-9	4
BaF3 parental	5	6	3	0	5	4
TRPN1 ag	-1.9	-2.0	0.3	1.4	2.5	0.4
PPC-1+TRAIL kill	16	-7	7	-9	1	-9
Wee1 degr inh	0	-2	-2	0	0	2
TRPML3 ag	1.1	-0.4	0.7	0.1	0.3	-0.2

7	CCOC(=O)c1c(C)[nH]c(C)c1C(=O)CSc1nc2ccccc2n1CC
8	O=c1c(-c2ccccc2)c[nH]n1-c1cccc([N+](=O)[O-])c1
9	COc1ccc([N+](=O)[O-])cc1NC(=O)C(C)OC(=O)C1c2ccccc2Oc2ccccc21 (stereo not given)
10	CCc1nc(NCCN)c(C#N)c2c1CSC(C)(C)C2
11	CCSc1nc(C)nc2sc(C)c(C)c12
12	CN1C(=O)NC(c2ccccc2)(C(F)(F)F)S/C1=C(/C#N)c1nnc(N2CCOCC2)n1-c1ccccc1 (stereo not given)

screen / no.	7	8	9	10	11	12
Ba/F3 V617F tox	2	3	-2	-1	-3	2
RBBP9 inh	-15	-6	8	-1	-11	-7
TNF death inh	-0.4	-1.1	1.3	-1.7	-1.5	-2.0
CHOP inh	9	-22	2	38	55	13
BaF3 parental	3	4	3	6	-3	4
TRPN1 ag	-0.1	0.7	-0.5	0.4	0.9	1.9
PPC-1+TRAIL kill	19	12	-19	27	20	7
Wee1 degr inh	-2	4	-1	-2	3	2
TRPML3 ag	1.9	1.0	0.2	2.0	0.6	0.8

Compounds listed so far containing an aryl methoxy group:
1	COc1cc(NC(=O)COc2c(C)cc(C)cc2[N+](=O)[O-])c(OC)cc1Cl
2	COc1cc(CCC(=O)Nc2cc(C)cc(C)c2)cc(OC)c1OC
9	COc1ccc([N+](=O)[O-])cc1NC(=O)C(C)OC(=O)C1c2ccccc2Oc2ccccc21 (stereo not given)

screen / no.	1	2	9
Ba/F3 V617F tox	1	-3	-2
RBBP9 inh	-9	-5	8
TNF death inh	2.3	1.0	1.3
CHOP inh	24	-17	2
BaF3 parental	5	6	3
TRPN1 ag	-1.9	-2.0	-0.5
PPC-1+TRAIL kill	16	-7	-19
Wee1 degr inh	0	-2	-1
TRPML3 ag	1.1	-0.4	0.2

Carrying on:
13	COc1cc2c(cc1OC)-c1cc(NC3CC3)nc(=O)n1CC2
14	O=C(O)c1cc2ccc3ccccc3c2oc1=O
15	CN(C)c1ccc(/C=N/NC(=O)c2ccn(C)n2)cc1
16	Cc1ccc(C)c2[nH]c(=O)c(C(c3nnnn3C3CCCC3)N3CCOCC3)cc12 (stereo not given)
17	Cc1nn(CC(=O)N/N=C/c2ccc3c(c2)OCO3)c(C)c1Br
18	O=c1cc[nH]c2cccc(Cc3ccccc3)c12

screen / no.	13	14	15	16	17	18
Ba/F3 V617F tox	-4	-5	-1	0	-4	-1
RBBP9 inh	-5	-1	-6	-5	2	-8
TNF death inh	-1.4	-1.1	-3.3	1.0	-5.2	-5.3
CHOP inh	4	13	-5	12	20	12
BaF3 parental	-1	-6	-2	7	-1	5
TRPN1 ag	-0.2	0.4	1.2	0.5	-1.3	3.6
PPC-1+TRAIL kill	21	0	39[5 µM]	6	8	9
Wee1 degr inh	-1	0	2	0	0	-3
TRPML3 ag	0.4	0.4	0.4	-0.3	0.1	2.1

19	CCOC(=O)C1=C(C)N(c2ccccc2)C(=O)NC1c1cccc([N+](=O)[O-])c1 (stereo not given)
20	O=S(=O)(c1ccc2ccccc2c1)N1CCC(c2nc(-c3ccncc3)no2)CC1
21	CCOc1ccc(CN(C(=O)c2oc3cc(C)ccc3c2C)C2CCS(=O)(=O)C2)cc1 (stereo not given)
22	CCCOC(=O)c1ccc(NC(=O)CCC(=O)OCC)cc1
23	Cn1c(=O)n(Cc2ccc(F)cc2)c(=O)c2c1nc1n2CCCN1C1CCCCC1
24	CSc1n[nH]c(NCc2cccs2)n1

screen / no.	19	20	21	22	23	24
Ba/F3 V617F tox	4	-2	-3	7	0	-2
RBBP9 inh	-4	1	-6	-8	-1	0
TNF death inh	-0.2	-9.6	0.5	-3.3	-8.6	1.6
CHOP inh	-4	67	44	23	103*	-12
BaF3 parental	13	3	3	8	2	-3
TRPN1 ag	-0.2	0.2	-0.8	0.1	1.5	1.1
PPC-1+TRAIL kill	-13	23	-8	8	-1	14
Wee1 degr inh	2	-2	3	2	-1	3
TRPML3 ag	-0.3	0.9	-0.2	-0.5	0.7	-0.1

25	O=C(N/N=C/c1cccc(Cl)c1)c1c(O)c2c([nH]c1=O)CCCC2
26	Cc1ccc(N=C(c2cccs2)N2CCOCC2)cc1
27	O=C(Nc1ccc(S(=O)(=O)Nc2ncccn2)cc1)c1cccc(S(=O)(=O)N2CCOCC2)c1
28	Cc1cc(C)c(C(=O)CSc2nnc(C)c(=O)[nH]2)cc1C
29	CN(C)C(=N)c1n[nH]nc1SCc1ccc(Cl)c(Cl)c1
30	N#Cc1ccc(Cl)cc1NC(=O)COC(=O)[C@H](CCC(N)=O)NC(=O)c1ccc(F)cc1

screen / no.	25	26	27	28	29	30
Ba/F3 V617F tox	-5	-1	4	5	-4	1
RBBP9 inh	-7	-5	-13	-2	-3	-11
TNF death inh	1.8	1.4	0.4	-0.6	0.3	2.7
CHOP inh	98*	-8	-1	-6	3	44
BaF3 parental	0	1	2	7	-2	0
TRPN1 ag	0.9	0.0	0.5	0.5	-0.2	-0.8
PPC-1+TRAIL kill	7	11	20	8	10	26
Wee1 degr inh	1	0	3	1	0	2
TRPML3 ag	1.0	0.1	-0.2	0.5	0.9	0.3

Profiles, quoted from the list. Values in the order: Ba/F3 V617F tox | RBBP9 inh | TNF death inh | CHOP inh | BaF3 parental | TRPN1 ag | PPC-1+TRAIL kill | Wee1 degr inh | TRPML3 ag
`CSc1n[nH]c(NCc2cccs2)n1` across the screens: -2 | 0 | 1.6 | -12 | -3 | 1.1 | 14 | 3 | -0.1
`CCOc1ccc(CN(C(=O)c2oc3cc(C)ccc3c2C)C2CCS(=O)(=O)C2)cc1` (stereo not given) across the screens: -3 | -6 | 0.5 | 44 | 3 | -0.8 | -8 | 3 | -0.2

Going on with the list.
31	O=C(c1cc(=O)[nH]c2ccccc12)N1CCN(c2ccc([N+](=O)[O-])cc2)CC1
32	O=C(CNS(=O)(=O)c1cccc(Cl)c1)OCc1csc(-c2ccccc2)n1
33	Cn1c(=O)c2ncn(CC(=O)Nc3ccc4c5c(cccc35)CC4)c2n(C)c1=O
34	O=c1[nH]c2cc3c(cc2cc1CN(Cc1nnnn1C1CCCC1)C1CCCC1)OCCO3
35	COc1ccc(Cn2c(C)nc([N+](=O)[O-])c2SCC(=O)O)cc1[N+](=O)[O-]
36	CCCC1=C(C(=O)OCC)C(c2ccc(O)cc2)n2ncnc2N1 (stereo not given)

screen / no.	31	32	33	34	35	36
Ba/F3 V617F tox	4	-4	1	1	-3	2
RBBP9 inh	-3	2	-3	-4	-4	-12
TNF death inh	-1.8	1.6	-1.6	-3.4	0.2	-0.7
CHOP inh	13	90*	34	10	19	24
BaF3 parental	-2	-1	7	3	-3	0
TRPN1 ag	1.3	-1.3	-0.6	1.3	1.2	0.6
PPC-1+TRAIL kill	18	-15	2	17	10	-5
Wee1 degr inh	59*	-1	0	1	-1	0
TRPML3 ag	0.9	0.0	0.5	0.2	0.1	1.0

37	COc1cccc(C2=CC(c3ccccc3)n3ncnc3N2)c1 (stereo not given)
38	O=c1nc(N2CCCCC2)nc(Nc2ccccc2)[nH]1
39	COc1ccccc1C(=O)Nc1cccc(N(C)S(C)(=O)=O)c1
40	CCCC12CN(C(=O)c3ccc(OC)cc3)CC(C)(CN(C(=O)c3ccc(OC)cc3)C1)C2=O
41	Cc1ccc(S(=O)(=O)Oc2ccc(/C=N/NC(=O)c3nn(C)cc3Cl)cc2)cc1
42	C(=N\Nc1ncnc2sc3c(c12)CCC3)/c1ccncc1
43	O=C(COC(=O)c1ccccc1Br)Nc1ccccc1F
44	S=C(Nc1ccccc1)N1CCN(c2ccccn2)CC1
45	N#CC1=C(N)SC(N)=C(C#N)C1c1c(Cl)cccc1Cl

screen / no.	37	38	39	40	41	42	43	44	45
Ba/F3 V617F tox	2	3	1	1	-4	10	2	-6	-3
RBBP9 inh	-7	-6	-8	-7	-9	1	3	-8	-5
TNF death inh	-1.6	-0.5	-0.7	-4.8	0.4	17	0.5	0.4	-10
CHOP inh	26	7	22	34	23	-10	17	3	-3
BaF3 parental	11	5	4	1	-4	7	4	5	0
TRPN1 ag	-0.7	-0.5	0.7	2.8	-0.3	-2.1	-0.2	0.0	0.2
PPC-1+TRAIL kill	37	15	22	14	-3	18	-17	15	12
Wee1 degr inh	1	-3	-2	1	-1	2	1	3	5
TRPML3 ag	-0.2	0.6	0.8	1.2	0.2	-0.6	0.1	-0.5	-0.4
